M1 agonist – M1 muscarinic receptor agonists, primary screen, CHO-M1 cells, Fluo-4 calcium, agonist mode | Muscarinic acetylcholine receptor M1 | Fluo-4 calcium fluorescence; hits give high values | B-score at 10 µM | hit rate 3% among 64,000 | AID 626, 2007;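 active means fluorescence rise, raw or as B-score row- and column-corrected plate score, outside the 99.7% band of its plate's samples, either direction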
S1P3 agonist – human S1P3 receptor agonists, primary screen, cell-based, primary and confirmation, NFAT-BLA reporter; Sphingosine 1-phosphate receptor 3 (Homo sapiens), Q99500; S1P3 NFAT-BLA reporter cells, agonism, FRET ratio; relative to 1 µM S1P, basal subtracted; activation, % at 4.5 µM; AID 373, 2006; hit rate 0.1% among 60,000;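 active means activation above the screen-wide mean plus 3 SD, cut at about 4.5% in these data, passing the limit was not always enough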; further: some compounds called inactive have numbers as strong as hits
Target sequence (Q99500 whole entry, looked up): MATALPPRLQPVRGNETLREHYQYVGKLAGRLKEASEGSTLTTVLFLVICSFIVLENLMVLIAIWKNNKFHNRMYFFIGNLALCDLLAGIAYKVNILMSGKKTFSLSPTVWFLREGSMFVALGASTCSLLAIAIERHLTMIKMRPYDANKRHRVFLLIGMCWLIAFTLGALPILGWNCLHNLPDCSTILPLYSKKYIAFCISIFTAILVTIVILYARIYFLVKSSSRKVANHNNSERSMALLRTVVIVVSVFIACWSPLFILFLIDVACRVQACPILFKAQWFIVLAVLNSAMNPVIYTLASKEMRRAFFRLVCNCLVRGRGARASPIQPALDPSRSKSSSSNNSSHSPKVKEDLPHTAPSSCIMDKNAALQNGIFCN
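Assay system: CHO cells stably expressing human S1P3, Gα16 and NFAT-β-lactamase reporter. Timing: overnight plating, 4 h compound 37 °C, 2 h substrate RT. Signal: β-lactamase FRET emission ratio 460/535 nm. Measure: percent activation versus median 1 µM S1P response, basal-subtracted, per plate. Repeats: primary screen single test, confirmation screen in triplicate.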
HEK293 NFkB inh – inhibitors of PMA/ionomycin-induced NF-kB reporter, primary screen, antigen receptor NF-kB inhibitor project, cell-based, HEK-293 luciferase reporter, luminescence; HEK-293 NF-kB luciferase reporter; hit rate 0.21% among 62,000; inhibition, % at 3 µM; AID 465, 2006;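 active means inhibition above the mean of all tested compounds plus 3 SD, cut at about 40% in these data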;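 further: 0% = stimulated DMSO wells and 100% = 10 µM reference inhibitor 5653914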
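Material: HEK-293 cells with stable firefly luciferase reporter driven by four HIV NF-kB elements / Also added: PMA plus ionomycin mix as NF-kB-activating stimulus / Compound dosing: 3 µM once, 0.30% DMSO / Times: 1 h pretreatment, 16 h stimulation, 37 °C / Signal: luminescence / Evaluation: per-plate % inhibition versus controls / Benchmarks: DMSO and 10 µM reference inhibitor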
M1 antag – antagonists of rat M1 muscarinic receptor; hit rate 3.4% among 64,000; CHO-M1 cells, Fluo-4 calcium, ACh EC80 antagonist mode; hits give low values; B-score at 10 µM; Muscarinic acetylcholine receptor M1 (Rattus norvegicus), P08482;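 active means calcium fluorescence response, raw or row-and-column corrected B-score, differing from the plate sample mean either way at a set confidence level, mostly lower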
Jurkat viability – cytotoxicity toward Jurkat T cells, primary screen, cytotoxicity control, cell-based, Jurkat E6.1, 60K MLSMR library; hit rate 1.2% among 56,000; inhibition, % at 4 µM; Jurkat E6.1 viability, ATP luminescence, 48 h;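 active means inhibition above the mean inhibition of all tested compounds plus 3 SD, cut at about 28% in these data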
HER2 expr 66K – inhibitors of Her2 protein expression, primary screen, SKBR-3 cells, AlphaScreen, 66K library; SKBR-3 HER2 protein level, 18-24 h; hits give low values; AID 645, 2007; hit rate 0.69% among 65,000; Receptor tyrosine-protein kinase erbB-2 (Homo sapiens), P04626; HER2 level % of control, % at 10 µM;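 active means HER2 level under 5% of the carrier-only control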;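 further: 100% = DMSO carrier and 0% = 500 nM PU-H71 HSP90 inhibitor; lower value means stronger loss of Her2 protein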
HTR1E antagonist – 5-HT1E receptor antagonists, primary screen, cell-based, HTS. 5-hydroxytryptamine receptor 1E (Homo sapiens), P28566. CHO 5-HT1E Ga15 NFAT-bla reporter, FRET, antagonist. inhibition, % at 6 µM. hit rate 0.99% among 65,000;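 active means inhibition above a set limit, the mean inhibition across every tested compound plus 3 SD, cut at about 29% in these data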;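 further: signal is the 460 over 535 nm emission ratio of beta-lactamase substrate; 0% = agonist plus DMSO wells and 100% = wells without agonist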
Target sequence (P28566 whole entry, looked up): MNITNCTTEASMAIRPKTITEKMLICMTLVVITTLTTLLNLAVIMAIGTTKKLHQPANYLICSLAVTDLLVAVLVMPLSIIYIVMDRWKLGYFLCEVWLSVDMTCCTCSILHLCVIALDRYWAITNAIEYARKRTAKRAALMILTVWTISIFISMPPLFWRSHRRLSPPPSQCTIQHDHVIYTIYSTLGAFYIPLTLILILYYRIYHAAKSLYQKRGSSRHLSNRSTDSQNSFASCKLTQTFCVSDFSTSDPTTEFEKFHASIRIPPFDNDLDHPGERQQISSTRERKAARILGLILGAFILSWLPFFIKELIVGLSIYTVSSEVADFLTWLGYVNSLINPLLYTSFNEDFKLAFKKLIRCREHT
S1P1 ag pot – S1P1 agonists and agonism potentiators, primary screen, cell-based, primary and confirmation screens, CRE-bla reporter. S1P1 CRE-bla cells, forskolin, beta-lactamase FRET, potentiator mode; S1P1 agonist co-added at EC20, 2 nM; 100% = saturating reference agonist, 0% = basal. activation, % at 9.5 µM. hit rate 0.57% among 56,000;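 active means activation above a cutoff set at the mean activation of all tested compounds plus 3 SD, cut at about 54% in these data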;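 further: forskolin at 4 µM as EC80 and the EC20 agonist is SEW2871; 100% = SEW2871 at its EC100 plus forskolin at EC80; some compounds past the cut are filed as inactive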
5HT1E ag – 5-HT1E receptor agonists, primary screen, cell-based, HTS; 5-hydroxytryptamine receptor 1E (Homo sapiens), P28566; CHO 5-HT1E Ga15 NFAT-bla reporter, FRET; 0% DMSO wells, 100% control agonist wells; activation, % at 6 µM; hit rate 0.69% among 65,000;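 active means activation above a set limit, the screen-wide mean activation plus 3 SD, cut at about 8.5% in these data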;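 further: 100% = positive control agonist at 1 µM giving full maximal response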
Numbers without * were called inactive; / = not tested or not shown. Outcome played no part in choosing rows; overall some 9.2% were active at least once.

SMILES	M1 agonist	S1P3 agonist	HEK293 NFkB inh	M1 antag	Jurkat viability	HER2 expr 66K	HTR1E antagonist	S1P1 ag pot	5HT1E ag
CCOC(=O)c1ccc(COC(=O)c2ccc(-c3nnc(-c4ccccc4)o3)cc2)o1	-0.024	-0.8	-33	0.18	0	75	1	14	0.2
CCCNC(=O)C1CN(S(=O)(=O)c2ccccc2)CCN1S(=O)(=O)c1ccccc1 (centres undefined)	-0.25	-0.5	13	0.042	-2	126	2	2	-0.7
Nc1nc2n(n1)C(c1ccco1)CC(c1ccc(Cl)c(Cl)c1)N2 (centres undefined)	-1.4	-1.0	10	-0.052	-2	91	10	28	-1.6
COc1ccc2nc(NC(=O)CSC3=NCCS3)sc2c1	-1.3	-0.2	-10	-1.7	1	94	0	24	2.1
CCOC(=O)Nc1sc(C(=O)N(CC)CC)c(C)c1C(=O)OCC	1.3	-0.2	7	0.06	-10	90	-3	/	0.6
COc1ccccc1NC(=O)C(O)C(O)C(=O)Nc1ccccc1OC (centres undefined)	1.4	0.7	4	-0.39	-12	118	-11	-26	1.1
Cc1cccc(Cn2cnc3c(nnn3Cc3ccc(Cl)cc3)c2=O)c1	1.6	-1.1	8	-0.49	2	81	1	-13	-0.2
N#CC1=C(N)OC2=C(C(=O)CCC2)C1CCc1ccccc1 (centres undefined)	-0.049	-3.5	/	-0.39	/	75	-10	0	-0.1
CCOc1ccc(C2C(C#N)=C(N)Oc3cc(C)n(CCN4CCOCC4)c(=O)c32)cc1OCC (centres undefined)	-0.86	-6.3	/	-0.15	/	62	4	3	-0.3
CC(=O)NCCn1c(SCC(=O)NCCC2=CCCCC2)nc2ccccc2c1=O	-0.042	0.5	7	0.85	-6	107	7	7	-0.3
O=S(=O)(Cc1ccccc1)N1CCN(C2Cc3ccccc3C2)CC1	0.59	-0.1	10	1.1	10	104	4	/	0.2
CCOc1ccc(OCC)c2sc(C)nc12	0.12	0.2	-4	0.56	-5	96	4	-23	1.9
CCn1c(SCC(=O)Nc2cc(NC(C)=O)ccc2OC)nnc1-c1ccncc1	0.23	-0.8	8	0.35	17	113	11	/	-1.0
O=C(Nc1cccc(-c2nnn(CC(=O)N3CCc4ccccc4C3)n2)c1)C1CCC1	0.55	/	20	0.047	/	99	2	/	1.2
CCOC(=O)c1c(C)nc(-c2ccccc2)nc1NC(=O)C(C)C	0.37	-0.3	4	0.8	-2	86	-2	/	0.1
O=C(CN1CCN(c2ccc(F)cc2)CC1)N1CCC(Cc2ccccc2)CC1	-0.34	-1.2	8	-1.7	6	84	-12	18	4.2
COc1ccc(-n2c(Cc3cc(=O)[nH]c(=O)[nH]3)nnc2SCC(=O)Nc2ccccc2)cc1	0.88	-0.4	0	0.62	-8	104	-2	-9	1.3
COc1ccc(N(CC(=O)NC2CCCC2)C(=O)CCC(=O)Nc2cc(C)on2)c(OC)c1	-0.8	0.0	-6	0.45	-4	128	-12	-11	0.1
CCOC(=O)CSc1nnc(CNC(=O)Cc2ccccc2)n1-c1ccccc1OC	-0.68	0.6	10	-0.21	-9	91	0	-2	-0.7
O=C(NCCN1CCCCC1)c1ccc2c(c1)OCCO2	-1.9	-1.0	3	0.86	0	94	1	/	-0.5

Nothing new here: 2 of the compounds above.
SMILES	M1 agonist	S1P3 agonist	HEK293 NFkB inh	M1 antag	Jurkat viability	HER2 expr 66K	HTR1E antagonist	S1P1 ag pot	5HT1E ag
CCOC(=O)CSc1nnc(CNC(=O)Cc2ccccc2)n1-c1ccccc1OC	-0.68	0.6	10	-0.21	-9	91	0	-2	-0.7
O=C(NCCN1CCCCC1)c1ccc2c(c1)OCCO2	-1.9	-1.0	3	0.86	0	94	1	/	-0.5

More entries follow:
SMILES	M1 agonist	S1P3 agonist	HEK293 NFkB inh	M1 antag	Jurkat viability	HER2 expr 66K	HTR1E antagonist	S1P1 ag pot	5HT1E ag
CN1CCc2c(sc3c2c(=O)n(-c2ccccc2)c2nncn32)C1	-0.51	-0.3	11	-0.073	5	98	-1	-2	0.7
COc1ccc2c(Cl)c(C(N)=O)sc2c1	1.4	-0.7	4	0.51	-7	63	10	21	0.1
COc1ccc(OCC(=O)NC2CC(C)(C)NC(C)(C)C2)cc1	-0.57	-1.0	-2	0.22	3	85	0	-17	-0.9
Brc1cccc(-c2nnc(SCc3nc4ccccc4[nH]3)o2)c1	-0.41	-1.5	18	-1.3	4	76	29*	2	-0.2
CCN1CCN(Cc2nc3c(c(=O)n(C)c(=O)n3C)n2C(C)C(C)=O)CC1 (centres undefined)	-0.68	/	-3	-0.011	/	118	1	/	0.3
COc1ccc(CCN(C)CCN2C(=O)c3ccccc3C2=O)cc1OC	-0.72	-0.8	-8	-0.86	0	90	4	-27	0.3
O=C(Oc1cccnc1)c1cccc(Cl)c1	1.1	-0.8	14	0.33	3	98	7	5	-0.6
COc1ccc(NC(=O)CN(c2ccccc2)S(=O)(=O)N(C)C)cc1OC	0	-2.0	-1	-0.22	-6	99	-2	/	0.0
COc1ccc(-c2nnn(CC(=O)N(CCO)C(C(=O)NC3CCCC3)c3ccc(F)cc3)n2)cc1 (centres undefined)	0.0019	-0.3	24	-0.6	4	92	1	-5	-0.1
O=C(CCn1nnc2ccccc2c1=O)N[C@H](C(=O)O)c1ccccc1	-0.6	-0.4	-3	-0.51	-6	75	1	-22	-0.5
O=C(CNC(=O)c1ccco1)OCc1ccc(C(=O)Oc2ccccc2)cc1	1.5	-0.1	-6	-0.0067	-2	68	5	/	0.1
CCCCCc1c(C)nc(SCC(=O)O)[nH]c1=O	-0.01	-0.1	19	-0.4	-5	86	-10	-4	1.0
Cc1ccc(C)c(N2CCN(S(=O)(=O)c3ccc4c(c3)oc(=O)n4C)CC2)c1	-2	-0.4	1	0.18	-6	84	1	-9	0.5
O=C(O)CSc1nnc(-c2ccncc2)n1C1CCCCC1	-1.2	-0.4	16	0.74	0	83	0	-12	-1.9
COc1ccc(S(=O)(=O)N(C)CC(=O)NC2CCCCC2)cc1OC	-0.51	-0.4	9	0.017	-11	125	-5	/	0.8
Cn1cccc1-c1nc2ccc(NC(=O)c3cccs3)cc2[nH]1	8.5*	-1.1	11	-0.64	8	65	2	-8	0.0
CCCn1nnnc1NCc1cccn1C	0.41	0.0	18	0.59	-3	88	1	-12	-0.7
CC1Cc2ccccc2N1C(=O)CN1C(=O)CN(C)C(=O)c2ccccc21 (centres undefined)	0.18	/	8	-0.0015	/	105	2	/	0.6
Cc1oc2cc(O)ccc2c(=O)c1-c1cnn(-c2ccccc2)c1	-0.016	-3.9	/	0.15	/	58	-6	4	0.1
Cc1cc(C)nc(NC(=O)c2c(-c3ccccc3Cl)noc2C)n1	-1.4	-0.7	3	-0.13	1	130	3	-3	0.1
CCc1nc2n[nH]c(N)c2c2c1CSC(C)(C)C2	-0.047	-0.4	/	0.12	/	209	1	-29	-0.8
O=c1c(-c2ccc(F)cc2)coc2cc(O)ccc12	-0.078	-1.9	-6	0.65	1	98	6	4	-0.7
CN(CC(=O)Nc1ccc(C#N)cc1)Cc1ccc(Cl)cc1	-0.89	0.8	5	0.1	-1	115	14	17	-0.6
Nn1c(-c2cccs2)nc2sc3c(c2c1=O)CCCC3	-0.66	-0.3	-54	-4.4*	11	65	4	0	0.9
CCN1CCN(c2ccc(NC(=O)Cc3ccccc3)cc2)CC1	0.67	-1.6	3	-0.3	11	133	15	-17	-1.5
CC1(c2ccc(OC(F)F)cc2)NC(=O)N(CC(=O)NC2CCCCC2)C1=O (centres undefined)	-1.2	0.1	11	-0.065	0	108	10	-1	0.2
COCCCNc1ccnc2c(Cl)cccc12	-3.3	-0.7	2	0.1	2	102	2	6	0.1
COc1ccc(S(=O)(=O)N(CC(=O)O)c2ccccc2)cc1	-0.35	-1.8	0	-0.92	-1	79	3	-5	0.3
O=C(NCCc1ccccn1)c1n[nH]c(=O)c2ccccc12	-1.6	-1.3	16	-0.86	2	68	-5	-14	-0.4
Cc1ccc(C)c2[nH]c(=O)c(CCNC(=O)c3ccc(S(=O)(=O)N(C)C)cc3)cc12	0.019	-0.8	20	0.48	1	83	-21	-16	1.9
O=C(Nc1ccc2c(c1)CCC2)C1CCCO1 (centres undefined)	-0.63	-0.4	3	-0.23	-7	84	-15	-4	-0.3
COc1ccc(CNC(=O)c2c(O)c3cccc4c3n(c2=O)CCC4)cc1	-0.94	-1.1	-13	-0.34	4	89	1	-14	-0.6
Cc1csc(NC(=O)CSc2nnc(-c3ccoc3C)n2CCc2ccccc2)n1	/	-2.0	23	/	11	93	10	22	-0.6
Cc1noc(C)c1COC(=O)c1cc(C)n(-c2ccccc2)c1C	0.34	0.6	-1	-2.7*	4	94	7	44	0.2
CCOC(=O)c1c(-c2ccccc2)nnn1-c1nc(OCC)nc(N2CCCCC2)n1	6.6*	-0.4	19	-1.9	2	110	9	-4	0.3
O=C(Nc1nccs1)c1cc(N2CCOCC2)nc2ccccc12	3.1*	-0.4	8	-0.44	-7	103	5	5	-0.3
CC(=O)CSc1nc2ccc(Nc3nc(N4CCOCC4)nc(N4CCOCC4)n3)cc2s1	/	-0.1	9	/	1	84	6	-54	0.1
CCC(c1nnnn1Cc1ccco1)N(CCc1ccccc1)Cc1cc2cccc(C)c2[nH]c1=O (centres undefined)	0.097	0.6	22	0.94	4	69	-8	-33	-0.5
CCn1c(SCC(=O)n2nc(C)cc2C)nnc1-c1ccc2c(c1)OCO2	-0.78	-0.3	14	0.6	0	/	1	/	0.5
Fc1ccc2[nH]c3c(N4CCN(C5CCCCC5)CC4)ncnc3c2c1	-0.32	-0.3	/	-1	/	69	-13	1	-0.2
N#CCCn1c(SCC(=O)N2CCN(S(=O)(=O)c3ccccc3)CC2)nc2ccccc21	-2.1	0.5	1	-10*	-5	112	4	-2	0.3
Clc1ccccc1CSc1nnc(-c2ccco2)c(-c2ccco2)n1	-0.7	-1.4	/	-1.4	/	65	0	37	-0.1
[N-]=[N+]=CC(=O)CCCN1C(=O)c2ccccc2C1=O	0.94	-1.2	9	-0.021	-1	101	-11	-15	0.6
O=S(=O)(c1ccc2ccccc2c1)N1CCCOC1	-0.043	-0.8	0	-0.16	12	117	14	-2	-0.7
CCc1ccc2c(COn3nnc4ccc(S(=O)(=O)N(C)C)cc43)cc(=O)oc2c1	0.51	0.0	14	0.003	5	96	-5	8	-0.4
CCOC(=O)N1CCC(NS(=O)(=O)c2ccc3c(c2)oc(=O)n3C)CC1	-1.6	-0.6	6	-0.35	4	106	0	-7	0.8
